Screening results from PubChem.
Vc quorum ag = induces V. cholerae light production without autoinducers; 350,000 tested, 0.16% active; V. cholerae BH1578 lux reporter, luminescence, 6 h; activation, % at 18.7 µM; in the data active = activation mostly above about 9.7%, no sharp cut-off; note: not every result past the cut was called active; inactives centre near 0; reference of the scale not given here
BioA inh = BioA (M. tuberculosis) enzyme inhibition; 360,000 tested, 0.096% active; purified M. tuberculosis BioA enzyme, plate reader; inhibition, % at 9.99 µM; in the data active = inhibition above about 40%
3CLpro inhibitor = SARS-CoV 3CLpro protease inhibition. P0C6X7. recombinant SARS-CoV 3CLpro, quenched FRET peptide cleavage. inhibition, % at 6 µM. 290,000 tested, 0.14% active. AID 1706; in the data active = inhibition above about 12%
MazF activator = MazEF (E. coli) toxin RNase activation | 350,000 tested, 0.32% active | activation, % at 20 µM | FAM/BHQ RNA-DNA oligo cleavage fluorescence, 5 h | AID 504720; in the data active = activation above about 50%
Target sequence (P0AE70 whole entry, looked up): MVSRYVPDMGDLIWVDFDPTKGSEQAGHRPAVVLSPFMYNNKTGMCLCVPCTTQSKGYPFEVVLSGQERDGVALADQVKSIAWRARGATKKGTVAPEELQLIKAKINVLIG
UGM FP inh = inhibitors of M. tuberculosis UDP-galactopyranose mutase; purified UGM, fluorescence polarization probe displacement; P9WIQ1; 320,000 tested, 0.06% active; AID 504406; inhibition, % at 10 µM; in the data active = inhibition above about 10%, passing the limit was not always enough
GDH-TPI inh = GDH-TPI coupled enzyme inhibition counter-screen. GDH-TPI coupled enzyme counterscreen, NADH absorbance. inhibition, % at 4.8 µM. 360,000 tested, 1.2% active. AID 588335; in the data active = inhibition above about 30%;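 note: 0% = DMSO wells and 100% = wells lacking the enzyme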
DUSP3 inh = DUSP3 (human) phosphatase inhibition; P51452; recombinant VHR phosphatase, pNPP absorbance; inhibition, % at 13.3 µM; 290,000 tested, 0.52% active; in the data active = inhibition above about 50%; note: some compounds called inactive have numbers as strong as hits
Target sequence (P51452 whole entry, looked up): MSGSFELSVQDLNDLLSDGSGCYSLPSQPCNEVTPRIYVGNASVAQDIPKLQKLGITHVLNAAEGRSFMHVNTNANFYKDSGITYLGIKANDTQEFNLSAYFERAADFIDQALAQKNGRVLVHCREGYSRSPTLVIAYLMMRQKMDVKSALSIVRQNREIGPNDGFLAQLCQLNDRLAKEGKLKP
Rv3671c inh = Rv3671c (M. tuberculosis) protease inhibition; AID 2606; 320,000 tested, 0.048% active; P9WHR9; inhibition, % at 5.96 µM; in the data active = inhibition above about 38%;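 note: extracellular domain of Rv3671c used as enzyme; 0% = enzyme with DMSO and 100% = no enzyme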
Mtb FBA inh = inhibitors of M. tuberculosis fructose-bisphosphate aldolase; purified M. tuberculosis FBA, fluorescence read-out; inhibition, % at 1 µM; 360,000 tested, 2.3% active; AID 588726; in the data active = inhibition above about 27%;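 note: 0% = vehicle and 100% = reference inhibitor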
Target sequence (P9WQA3 whole entry, looked up): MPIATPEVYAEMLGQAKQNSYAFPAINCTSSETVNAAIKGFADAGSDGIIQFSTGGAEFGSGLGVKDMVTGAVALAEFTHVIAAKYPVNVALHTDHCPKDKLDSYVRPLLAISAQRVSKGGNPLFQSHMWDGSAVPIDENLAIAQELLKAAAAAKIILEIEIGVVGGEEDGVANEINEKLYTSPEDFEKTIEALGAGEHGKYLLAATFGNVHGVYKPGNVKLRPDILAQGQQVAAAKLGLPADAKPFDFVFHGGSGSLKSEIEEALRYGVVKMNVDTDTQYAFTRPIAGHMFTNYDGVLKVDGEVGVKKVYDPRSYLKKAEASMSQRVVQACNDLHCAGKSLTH
PriA SSB inh = K. pneumoniae PriA-SSBct interaction inhibition | AlphaScreen SSBct-PriA binding, biotinylated peptide | inhibition, % at 33 µM | 430,000 tested, 0.6% active; in the data active = inhibition mostly above about 37%, no sharp cut-off; inactive = mostly below about 20%;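 note: plate controls were negative control peptide for no effect and reference peptide for full effect; strong numbers were not always called active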
Active calls of the source: *; i = inactive; nt = not tested or not shown; & = joins results of further samples.

SMILES	Vc quorum ag	BioA inh	3CLpro inhibitor	MazF activator	UGM FP inh	GDH-TPI inh	DUSP3 inh	Rv3671c inh	Mtb FBA inh	PriA SSB inh
CCOC(=O)C1=C(O)C(=O)N(Cc2cccnc2)C1c1ccc(OC)cc1 (configuration not stated)	i	nt	7	7	1.4	8	21	0	8	-3
O=C(/C=C/c1ccco1)Nc1scc(-c2ccccc2)c1C(=O)O	-0.4	4.7	-4	6	3.8	66*	33	-5	2	-21
Cc1ccc(NC(=O)c2cc(C(C)(C)C)nn2Cc2ccccc2)cc1	i	nt	2	-5	1.6	-3	6	-10	1	-13
CSc1cccc(NC(=O)C(C)C)c1	i	nt	2	-7	1.4	2	-10	5	0	-11
COc1ccc(N(C(=O)CNC(=O)c2ccco2)C(C(=O)NC2CCCC2)c2ccc(C)o2)cc1 (configuration not stated)	i	-1.4	5	5	2.7	1	-4	5	1	-4
CCN(CC)C(=O)[C@H]1CC(CC(=O)NCc2ccco2)C(=O)N2CCc3c([nH]c4ccc(OC)cc34)[C@]12C (some centres not stated)	1.1	-0.3	nt	5	nt	5	nt	nt	-2	5
COc1ccc(/C=C2\SC(=O)N(CC(=O)NCCC(C)C)C2=O)cc1OC	-0.6	-0.8	0	6	0.7	21	4	7	1	-1
Cc1ccc(C)c(OCC(=O)Nc2cc(C(=O)O)cc(C(=O)O)c2)c1	-1.7	nt	2	0	-0.2	-5	53*	3	7	-6
COCC(=O)N1CCC(Oc2ccc(C(=O)NCc3cc(C)no3)cc2)CC1	-0.6	-1.1	3	2	1.9	0	-2	-1	-2	-16
CCOc1ccc(N=C2NC(=O)S/C2=C\c2ccc(N(C)C)cc2)cc1	-0.3	-3.8	2	17	3.9	8	17	-10	-2	3
Cc1ccc(NC2CCCN(C(=O)CCN3CCCCO3)C2)cc1C (configuration not stated)	i	-1.3	-8	0	-0.2	1	14	-8	1	-1
COc1ccc(/C(C)=N\NC(=O)C(c2ccncc2)N2CCOCC2)cc1 (configuration not stated)	-0.4	2.9	2	2	-2.9	2	16	-6	2	nt
c1ccc(-c2noc(-c3cccc4ccccc34)n2)nc1	-1.0	0.7	-2	0	4.3	-4	3	-11	46*	-20
O=C(CSc1nnc(-c2cccc(S(=O)(=O)N3CCCCC3)c2)o1)c1ccc[nH]1	nt	0.1	1	-1	-4.4	-3	1	-2	3	-15
C/C(=N/NC(=O)c1ccc(C(C)(C)C)cc1)c1ccccn1	i	-0.9	nt	13	1.4	1	nt	8	4	nt
Cc1c(NC(=O)C2(c3ccccc3)CCOCC2)c(=O)n(-c2ccccc2)n1C	i	5.9	-2	-3	-0.2	3	2	0	-4	-5
CCOc1ccccc1Nc1ncccc1C(=O)N1CCCC1	i	0.1	-4	7	0.3	4	24	-4	-2	4
CCCC(C)C(=O)Nc1cc(S(=O)(=O)N2CCCCC2)ccc1N1CCOCC1 (configuration not stated)	-2.1	1.5	nt	4	0.8	-1	nt	-6	-1	-8
O=C(O)CSc1nnc(CNc2cccc(C(F)(F)F)c2)n1Cc1ccco1	-0.3	0.1	2	10	4.3	4	6	-2	2	-13
C=CCNCCOc1ccccc1-c1ccccc1	-0.5	1.5	-1	3	0.5	-4	-7	4	-1	-2
O=C(/C=C/c1ccccc1)NC(=S)Nc1ccccc1O	0.4	-0.2	-6	13	0.6	-8	13	-10	-1	6
COc1cccc(CN(CC(=O)NCc2ccco2)C(=O)CNS(=O)(=O)c2ccccc2)c1	i	-0.4	-2	7	0.6	-7	-2	-2	3	-1
Nc1ccccc1NC(=O)c1ccccc1N	i	2.0	2	8	-0.8	7	12	1	61*	-3
CCOc1cc(CNc2ccc(OC)cc2)cc(Br)c1OCC(=O)NC(C)(C)C	i	1.6	3	-10	6.2	8	10	6	-3	26
COc1ccccc1/C=N/NC(=O)c1ccccc1Cl	-0.3	nt	2	2	-2.8	6	18	-10	1	nt
Cc1ccc2nc(Nc3ccccc3O)nc(-c3ccccc3)c2c1	-0.6	-1.2	2	6	1.7	4	32	9	-1	-4&7
O=C(Nc1nccs1)c1ccc(COc2c(F)c(F)cc(F)c2F)cc1	-1.4	-5.3	4	-5	4.3	9	7	-4	-3	-12
COc1ccc(NC(=O)Nc2ccc(F)cc2F)cc1	-0.4	nt	1	4	-0.6	0	12	-12	1	-17
COc1ccccc1Oc1ccc(N/C=C2/CCCC2=O)cc1	-0.4	0.0	2	4	4.1	33*	-7	8	-2	1
CCOc1ccc(-n2c(Cc3cc(=O)[nH]c(=O)[nH]3)nnc2SCC)cc1	i	-0.6	1	3	-0.2	-7	5	-7	4	1
OCCN1CNC(=S)NC1	-0.5	-1.4	3	5	-1.5	3	-4	6	0	-13&-2
O=C1CC(c2ccccc2)n2nc(NC(=O)c3ccccn3)nc2N1 (configuration not stated)	-0.5	-1.7	-5	4	-0.7	3	1	-3	2	1
CCCCC1(C(=O)OCC)CC(CSC(=N)N)OC1=O (configuration not stated)	i	nt	3	6	9.5	-3	19	2	-1	-7
N#CC1=C(Nc2ccccc2)SC=C(c2ccc(Cl)c(Cl)c2)N=C1N1CCOCC1	i	14	1	18	-1.2	24	1	-3	-4	-11
Cc1cc2c(n1-c1ccc(Br)cc1)CC(C)(C)CC2=O	i	9.4	2	5	0.8	1	16	-1	-3	-8
COc1ccc(C(=O)N2CCCCC2c2cc(C(=O)Nc3cccc(C#N)c3)no2)cc1 (configuration not stated)	-0.7	0.7	nt	nt	nt	1	nt	nt	-3	nt
CCCCN(CCCC)S(=O)(=O)c1ccc(OC)c2ncccc12	i	0.7	0	-11	-0.8	17	8	2	-6	-4
Cc1nc(N)nc(Cl)c1Cc1ccc(Cl)cc1	i	nt	0	4	-1.7	2	12	6	6	-11
Nc1ccc2c3c(cccc13)C(=O)N(c1ccccc1)C2=O	0.2	nt	-44	i	nt	-7	16	nt	-11	-5
Cc1ccc(CN(C)CC(=O)Nc2ccc3c(c2)CCC3)cc1	i	-0.3	0	1	1.7	-5	17	2	-1	-31
CCCC/C(=N/O)c1c(C)[nH]c2ccccc12	1.5	nt	1	-5	4.8	0	18	12	4	nt
CC(C(=O)N1CCCC1)c1ccc([N+](=O)[O-])cc1 (configuration not stated)	i	nt	4	-5	1.5	-9	-19	-5	-4	-7
COc1ccc(S(=O)(=O)Nc2ccccc2OC)cc1NC(=O)Cc1cccs1	i	0.2	-2	9	-0.8	-4	0	-3	-10	-13
CC(=O)Nc1ccc(NC(=O)COC(=O)c2ccccn2)cc1	-0.9	0.6	1	2	-3.4	-6	25	-12	1	-5
COc1cc(SC)ccc1C(=O)N1CCN(c2ccccc2)CC1	0.0	nt	1	2	-1.6	-1	10	-9	-2	4
N=c1n(-c2ccccc2)c(O)cc(=O)n1-c1ccccc1	i	0.0	3	2	0.8	8	14	0	-2	-4
COC1OC2COC(c3ccccc3)OC2C2OC12 (configuration not stated)	-8.3	-1.7	nt	6	nt	8	nt	nt	2	-4
C#CCOc1ccccc1CNC1CCN(Cc2ccccc2)CC1	-0.2	-0.4	-4	4	0.0	-3	-1	4	-2	-6
O=C(Cn1ncc(Cl)c(Cl)c1=O)Nc1ccc2c(c1)OCO2	i	-1.0	nt	3	1.4	-5	nt	-1	-1	-6
Cc1nn(-c2ncc(C(F)(F)F)cc2Cl)c(=O)n1-c1ccccc1Cl	0.5	-0.8	6	12	nt	10	37	nt	3	-2
O=C(CCN1CCCCC1=O)NC1CCCc2c1cnn2-c1ccccc1F (configuration not stated)	-0.6	-1.0	-1	4	-0.4	-3	-2	-2	-3	-5
O=C(Nc1ccccn1)NC12CC3CC(CC(C3)C1)C2	i	-1.3	-2	0	0.2	-1	25	-10	-1	-1
CCOC(=O)c1c(C)nc2c(c1-c1cc(OC)c(OC)c(OC)c1)C(=O)c1ccccc1-2	i	-0.5	0	-1	4.5	3	24	-2	-2	-6
Cn1c(=O)c2c(SCc3cccc(C(F)(F)F)c3)nc(-c3ccco3)nc2n(C)c1=O	i	-1.1	1	-10	-1.9	2	22	10	0	-25&-6
CCCCCCN1C(=O)CC(NC(=O)OCC2c3ccccc3-c3ccccc32)C/C=C\C1C(C)C (configuration not stated)	6.2	-0.3	nt	-1	nt	4	nt	nt	-2	3
CC(C)C(=O)NC(NC(=S)Nc1cccc2cccnc12)C(Cl)(Cl)Cl (configuration not stated)	2.1	-0.9	4	12	-1.7	14	15	3	1	6
CN1CCN(C(=O)c2ccc(CN3CCOCC3)cc2)CC1	i	-1.0	1	-3	-1.2	-7	-12	1	-2	6
O=C(NCc1cc(C(F)(F)F)cc(C(F)(F)F)c1)C1CC(c2c(Cl)cccc2Cl)=NO1 (configuration not stated)	-0.4	0.2	6	5	-0.3	8	30	-34	-2	2
Nc1ncc(Br)cc1S(=O)(=O)NCCC(=O)N1CCN(c2ccccc2)CC1	-7.1	0.3	-4	8	-0.2	6	-9	6	0	12
O=C(CSc1nc2ccccc2c(=O)[nH]1)Nc1ccc(Br)cc1	0.7	-0.1	-12	6	-0.9	3	-7	-7	-1	-24
(continued)
SMILES	Vc quorum ag	BioA inh	3CLpro inhibitor	MazF activator	UGM FP inh	GDH-TPI inh	DUSP3 inh	Rv3671c inh	Mtb FBA inh	PriA SSB inh
CC1=CC=CN2C1=NC(=O)CC2(C)C(=O)N(CC(=O)NC1CCCC1)Cc1ccccc1 (configuration not stated)	-0.2	-0.5	5	4	0.3	10	26	5	152*	-1
Cc1ccc(S(=O)(=O)N2CCN(C(=O)CSC(=S)N3CCCC3)CC2)c(C)c1	i	0.3	nt	-6	0.1	4	nt	-1	3	1
COc1ccc(Cc2nnc(Nc3ccc(C)cc3C)[nH]c2=O)cc1	i	-0.4	-5	4	0.2	5	10	0	2	-8
O=C(N/N=C1\CCSc2ccc(F)cc21)c1cccnc1	-0.1	nt	4	14	-3.1	1	8	5	3	nt
COc1ccc(NC(=O)CSc2nnc(Cn3cnc4ccccc43)n2C)cc1	-6.9	-0.9	-4	-2	0.0	2	29	0	-1	5
CCOC(=O)C1=C(O)C(=O)N(c2ccc(S(N)(=O)=O)cc2)C1c1ccc(OC)cc1 (configuration not stated)	-0.4	12	-1	3	-1.5	26	17	4	6	1
CCOC(=O)c1cnc(SCCN2CCOCC2)nc1N	2.1	2.0	4	2	1.5	-4	21	3	2	-17
COC(=O)CSc1nnc(CNS(=O)(=O)c2ccc(Br)cc2)n1C	-0.3	nt	-2	-2	-0.2	-7	8	-1	-2	-12
COc1ccc(CNC(=O)c2ccc(C(C)C)cc2)cc1	-0.2	nt	0	1	-1.7	5	-6	-4	-2	-6
Cc1ccc(S(=O)(=O)N2CCCCC2)cc1NC(=O)c1ccncc1	-2.4	nt	nt	-8	nt	4	nt	nt	-2	-8
CCOc1ccc(CC(=O)NCC(=O)NCc2cc(=O)n(C)c(=O)n2C)cc1	1.9	1.3	1	9	-0.5	-4	6	-1	-4	8

This is a subset; count on the stated rates, not on these rows.
